Screening results (PubChem BioAssay)
Mtb UGM inh – Mtb UDP-galactopyranose mutase inhibition. purified UGM, fluorescence polarization probe displacement. 320,000 tested, 0.06% active. AID 504406. inhibition, % at 10 µM. P9WIQ1; in the data active = inhibition above about 10%, passing the limit was not always enough; inconclusive = no clear call, values can overlap the other calls
Target sequence (P9WIQ1 whole entry, looked up): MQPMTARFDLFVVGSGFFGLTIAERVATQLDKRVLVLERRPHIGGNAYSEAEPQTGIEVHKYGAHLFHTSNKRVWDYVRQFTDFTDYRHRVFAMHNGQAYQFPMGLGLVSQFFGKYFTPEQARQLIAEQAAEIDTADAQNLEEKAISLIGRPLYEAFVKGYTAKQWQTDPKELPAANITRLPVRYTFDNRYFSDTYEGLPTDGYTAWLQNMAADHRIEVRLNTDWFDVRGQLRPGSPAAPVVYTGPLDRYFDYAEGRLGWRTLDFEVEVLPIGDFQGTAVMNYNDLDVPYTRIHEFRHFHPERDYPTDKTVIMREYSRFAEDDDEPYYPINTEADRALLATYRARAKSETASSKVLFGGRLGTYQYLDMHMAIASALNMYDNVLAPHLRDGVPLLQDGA
PrPC surface inh – inhibitors of human cell surface prion protein PrPC; P04156; TR-FRET read-out; inhibition, % at 13.8 µM; 370,000 tested, 0.43% active; AID 720596; in the data active = inhibition above about 24%; note: 0% = median of the test wells and 100% = reference compound wells
CCHF vOTU inh – CCHFV vOTU protease inhibition; Pep-AMC fluorescence; inhibition, % at 11.5 µM; 370,000 tested, 0.55% active; AID 651958; note: 0% = vehicle wells with enzyme and 100% = no enzyme wells
GDH-TPI inh – counter-screen for M. tuberculosis FBA inhibitors: GDH-TPI coupled enzymes; 360,000 tested, 1.2% active; inhibition, % at 4.8 µM; AID 588335; GDH-TPI coupled enzyme counterscreen, NADH absorbance;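 note: 0% = DMSO wells and 100% = wells lacking the enzyme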
FadD28 binding – blocks FadD28 binding to the bisubstrate probe. AID 588549. inhibition, % at 12.5 µM. fluorescence polarization. 360,000 tested, 0.22% active; in the data active = inhibition above about 8.5%, passing the limit was not always enough; inconclusive = no clear call, values can overlap the other calls
BoNT F protease – blocks Botulinum neurotoxin F light chain protease; 360,000 tested, 0.22% active; AID 588497; Multiplex microsphere protease cleavage assay, flow cytometry; inhibition, % at 10 µM; in the data active = inhibition above about 35%, passing the limit was not always enough; inconclusive = no clear call, values can overlap the other calls; note: plate controls were buffer without enzyme for full effect and enzyme alone for no effect
FBA Mtb inh – Mtb fructose-bisphosphate aldolase inhibition. P9WQA3. AID 588726. 360,000 tested, 2.3% active. inhibition, % at 1 µM. purified M. tuberculosis FBA, fluorescence read-out; in the data active = inhibition above about 27%;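 note: 0% = vehicle and 100% = reference inhibitor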
Target sequence (P9WQA3 whole entry, looked up): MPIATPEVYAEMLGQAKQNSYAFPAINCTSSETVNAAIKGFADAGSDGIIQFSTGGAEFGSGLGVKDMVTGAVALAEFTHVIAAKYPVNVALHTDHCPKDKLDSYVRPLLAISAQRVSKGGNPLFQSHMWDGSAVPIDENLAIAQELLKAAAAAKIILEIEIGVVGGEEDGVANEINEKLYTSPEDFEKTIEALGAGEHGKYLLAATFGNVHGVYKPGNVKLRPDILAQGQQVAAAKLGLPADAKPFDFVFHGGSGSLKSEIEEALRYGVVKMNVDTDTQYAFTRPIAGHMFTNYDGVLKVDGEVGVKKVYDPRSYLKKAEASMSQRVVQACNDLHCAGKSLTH
Mtb BioA inh – inhibitors of Mycobacterium tuberculosis BioA enzyme; inhibition, % at 9.99 µM; 360,000 tested, 0.096% active; purified M. tuberculosis BioA enzyme, plate reader; AID 602481; in the data active = inhibition above about 40%; inconclusive = no clear call, values can overlap the other calls
BoNT A protease – inhibitors of Botulinum neurotoxin A light chain protease. 360,000 tested, 0.17% active. inhibition, % at 10 µM. multiplex microsphere protease substrate cleavage, flow cytometry; in the data active = inhibition above about 30%; inconclusive = no clear call, values can overlap the other calls; note: plate controls were buffer without enzyme for full effect and enzyme alone for no effect
* marks the source's active call; other numbers are inactive results; ? = inconclusive; · = not tested or not shown; & = joins results of further samples. Cut-off read from the data, not from the text of the source, unless noted: active = inhibition above about 30%; inactive = the rest.

Sample of the layout, 16 compounds:
No.	SMILES	Mtb UGM inh	PrPC surface inh	CCHF vOTU inh	GDH-TPI inh	FadD28 binding
1	COc1ccc(S(=O)(=O)N(C)C[C@H]2Oc3ncc(C#CC4(O)CCCC4)cc3C(=O)N([C@@H](C)CO)C[C@@H]2C)cc1	·	-5	-3	0	-2.5
2	Cc1ccc(C(=O)c2c3ccccc3[n+]([O-])n2CCC(=O)O)cc1	-0.1	6	12	8	-1.8
3	O=C(c1ccc(OCC2CCCO2)cc1)N1CCN(S(=O)(=O)c2cccc(F)c2)CC1 (stereo not drawn)	·	6	2	3	-1.0
4	Cc1cc(C)c(S(=O)(=O)Nc2ccccc2C(=O)N2CCCC2)c(C)c1	1.3	-1	1	2	-2.6
5	O=C(NCCCN1CCCC1=O)c1cc(-c2ccc3c(c2)OCO3)nc2ccccc12	-2.0	-2	0	34*	-1.1
6	c1ccc(CCn2cnc3ccccc32)cc1	0.6	-1	-1	5	-0.5
7	Cc1ccc(Cn2ncc3c(N4CCCC4)ncnc32)cc1	-0.3	8	-16	11	-1.7
8	Cc1ccc(-n2c(C)cc(C(=O)NS(=O)(=O)c3ccc(C)cc3)c2C)cc1	1.5	3	6	7	-0.7
9	O=C(c1ccccc1)N(CCCl)C(=O)N(CCCl)C(=O)c1ccccc1	·	0	-4	10	-0.6
10	Cc1cc(Cl)ccc1-c1nc(NCCN(C)C)nc2ccsc12	·	-2	-26	13	-24
11	CC1CCN(C(=O)CNC(=O)CNC(=O)Cc2ccccc2)CC1	2.6	2	-14	3	-2.7
12	COC(=O)C1=C(C)N(C)C(=O)NC1c1ccccc1 (stereo not drawn)	0.9	5	2	-6	-3.8

No.	BoNT F protease	FBA Mtb inh	Mtb BioA inh	BoNT A protease
1	2	-5	-2.2&1.7	-0.3
2	-4	-2	1.3	-1.0
3	4	5	-2.0	9.0
4	·	2	-1.1	·
5	2	6	0.6	-0.5
6	-6	-2	1.1	-0.5
7	1	1	9.3	0.7
8	0	0	·	1.7
9	-4	-1	-1.1	-0.7
10	-5	12	16	0.7
11	11	0	-0.5	1.6
12	-9	-3	-0.6	-0.2

No.	SMILES	Mtb UGM inh	PrPC surface inh	CCHF vOTU inh	GDH-TPI inh	FadD28 binding
13	Cc1oc(-c2cccc(F)c2)nc1CN(Cc1ccccc1)C[C@@H]1CCC(=O)N1	1.2	-2	9	6	-0.8
14	CS(=O)(=O)N1N=C(c2ccco2)CC1c1cccc([N+](=O)[O-])c1 (stereo not drawn)	0.0	5	-7	8	-1.9
15	Cc1cccc(NC(=O)C2CCCN2C(=O)OCc2ccccc2)c1 (stereo not drawn)	-1.9	10	-3	2	-2.3
16	CCOc1cc(/C=N/NC(=O)c2cc(-c3cccnc3)nc3ccccc23)ccc1O	2.4	1	5	51*	-1.7

No.	BoNT F protease	FBA Mtb inh	Mtb BioA inh	BoNT A protease
13	-1	-2	·	-0.3
14	1	-1	·	-0.4
15	0	0	-0.2	0.2
16	-3	108*	-2.0	1.0

The whole of this part, from the first entry:
No.	SMILES	Mtb UGM inh	PrPC surface inh	CCHF vOTU inh	GDH-TPI inh	FadD28 binding
1	COc1ccc(S(=O)(=O)N(C)C[C@H]2Oc3ncc(C#CC4(O)CCCC4)cc3C(=O)N([C@@H](C)CO)C[C@@H]2C)cc1	·	-5	-3	0	-2.5
2	Cc1ccc(C(=O)c2c3ccccc3[n+]([O-])n2CCC(=O)O)cc1	-0.1	6	12	8	-1.8
3	O=C(c1ccc(OCC2CCCO2)cc1)N1CCN(S(=O)(=O)c2cccc(F)c2)CC1 (stereo not drawn)	·	6	2	3	-1.0
4	Cc1cc(C)c(S(=O)(=O)Nc2ccccc2C(=O)N2CCCC2)c(C)c1	1.3	-1	1	2	-2.6
5	O=C(NCCCN1CCCC1=O)c1cc(-c2ccc3c(c2)OCO3)nc2ccccc12	-2.0	-2	0	34*	-1.1
6	c1ccc(CCn2cnc3ccccc32)cc1	0.6	-1	-1	5	-0.5
7	Cc1ccc(Cn2ncc3c(N4CCCC4)ncnc32)cc1	-0.3	8	-16	11	-1.7
8	Cc1ccc(-n2c(C)cc(C(=O)NS(=O)(=O)c3ccc(C)cc3)c2C)cc1	1.5	3	6	7	-0.7
9	O=C(c1ccccc1)N(CCCl)C(=O)N(CCCl)C(=O)c1ccccc1	·	0	-4	10	-0.6
10	Cc1cc(Cl)ccc1-c1nc(NCCN(C)C)nc2ccsc12	·	-2	-26	13	-24

No.	BoNT F protease	FBA Mtb inh	Mtb BioA inh	BoNT A protease
1	2	-5	-2.2&1.7	-0.3
2	-4	-2	1.3	-1.0
3	4	5	-2.0	9.0
4	·	2	-1.1	·
5	2	6	0.6	-0.5
6	-6	-2	1.1	-0.5
7	1	1	9.3	0.7
8	0	0	·	1.7
9	-4	-1	-1.1	-0.7
10	-5	12	16	0.7

No.	SMILES	Mtb UGM inh	PrPC surface inh	CCHF vOTU inh	GDH-TPI inh	FadD28 binding
11	CC1CCN(C(=O)CNC(=O)CNC(=O)Cc2ccccc2)CC1	2.6	2	-14	3	-2.7
12	COC(=O)C1=C(C)N(C)C(=O)NC1c1ccccc1 (stereo not drawn)	0.9	5	2	-6	-3.8
13	Cc1oc(-c2cccc(F)c2)nc1CN(Cc1ccccc1)C[C@@H]1CCC(=O)N1	1.2	-2	9	6	-0.8
14	CS(=O)(=O)N1N=C(c2ccco2)CC1c1cccc([N+](=O)[O-])c1 (stereo not drawn)	0.0	5	-7	8	-1.9
15	Cc1cccc(NC(=O)C2CCCN2C(=O)OCc2ccccc2)c1 (stereo not drawn)	-1.9	10	-3	2	-2.3
16	CCOc1cc(/C=N/NC(=O)c2cc(-c3cccnc3)nc3ccccc23)ccc1O	2.4	1	5	51*	-1.7
17	NC(=S)N/N=C1\CC(c2ccc3c(c2)OCCCO3)Oc2ccc(F)cc21 (stereo not drawn)	0.3	12	-3	45*	-6.2
18	CCCS(=O)(=O)c1c(S(=O)(=O)CCC)c2c(N)cccn2c1C(=O)c1ccc(F)cc1	-0.1	5	12	13	-2.7
19	O=C(O)C1CCCN1c1nc(-c2ccc(Cl)c(Cl)c2)cc(C(F)(F)F)n1 (stereo not drawn)	-4.0	5	19	6	-6.5
20	O=C(Cc1ccccc1[N+](=O)[O-])OCC(=O)c1ccccc1Br	-2.2	-8	7	-3	-9.4

No.	BoNT F protease	FBA Mtb inh	Mtb BioA inh	BoNT A protease
11	11	0	-0.5	1.6
12	-9	-3	-0.6	-0.2
13	-1	-2	·	-0.3
14	1	-1	·	-0.4
15	0	0	-0.2	0.2
16	-3	108*	-2.0	1.0
17	?	0	-0.2	-2.7
18	-52	2	-1.0	-0.9
19	6	0	18	0.2
20	·	0	0.1	·

Single values from the results shown.
Reading for CS(=O)(=O)N1N=C(c2ccco2)CC1c1cccc([N+](=O)[O-])c1 (stereo not drawn) in Mtb UGM inh: 0.0
Reading for O=C(Cc1ccccc1[N+](=O)[O-])OCC(=O)c1ccccc1Br in Mtb BioA inh: 0.1

New compounds follow.
No.	SMILES	Mtb UGM inh	PrPC surface inh	CCHF vOTU inh	GDH-TPI inh	FadD28 binding
21	Cc1ccc(CCC(=O)Nc2ccc(Cl)cc2Cl)o1	·	10	0	-2	-3.7
22	O=C(NC1CCCCC1)N1CCN(CCc2ccccc2)CC1	0.9	-6	4	-5	-0.6
23	CCOc1cc(C)c(C(C)C)cc1S(=O)(=O)N1CCOCC1	1.5	3	1	9	-1.7
24	O=C(CCc1nc(-c2ccccc2F)no1)Nc1ccc(Oc2ccccc2)cc1	-1.8	5	11	12	-4.7
25	CCN(CC)C(=O)C1CC(c2ccc(OC)cc2)=NO1 (stereo not drawn)	-1.5	1	-8	-7	-1.9
26	CCn1c(Cc2ccccc2)nnc1SCC(=O)c1c(N)n(C2CC2)c(=O)[nH]c1=O	0.8	-6	-3	5	0.7
27	O=C(CCC1CCCC1)NCCS(=O)(=O)N1CCN(c2ccccc2F)CC1	-3.6	5	7	4	-1.7
28	CCc1nc2c(OCC3COc4ccccc4O3)cccn2c1N(C)C(=O)c1cccc(OC)c1 (stereo not drawn)	·	-8	-3	3	-4.5
29	Cc1ccc(NC(=O)c2ccc3nccnc3c2)c(C)c1	1.7	-29	10	0	·
30	CC(Oc1ccc([N+](=O)[O-])cc1)C(=O)NCC1CCCO1 (stereo not drawn)	-0.2	-2	18	0	-2.4

No.	BoNT F protease	FBA Mtb inh	Mtb BioA inh	BoNT A protease
21	-3	-1	1.2	-0.5
22	6	1	1.1	0.1
23	4	9	1.5	0.2
24	6	1	-0.1	0.9
25	-1	1	-0.5	-1.0
26	-4	1	4.6	0.7
27	-2	1	·	-1.0
28	4	-1	-2.4	-0.3
29	1	0	1.4	-2.6
30	-12	2	-0.7	-3.6

No.	SMILES	Mtb UGM inh	PrPC surface inh	CCHF vOTU inh	GDH-TPI inh	FadD28 binding
31	Cc1cc(OCCCCOc2ccc(C#N)cc2)ccc1[N+](=O)[O-]	-0.6	-2	-3	17	-1.8
32	COc1ccccc1-c1cnc(C(O)c2ccc(SC)cc2)[nH]1 (stereo not drawn)	·	3	3	5	-2.0
33	Cc1cccc(CCN=C(N)NS(=O)(=O)c2ccccc2)c1	1.2	5	-1	-3	-4.0
34	Cc1ccc(S(=O)(=O)N2CCC(C(=O)NCc3cccnc3)CC2)cc1	0.2	4	11	-4	2.8
35	Cc1nc(Nc2ccccc2Cl)sc1C(=O)Nc1ccccc1	-1.5	10	-16	22	-0.1
36	CC(C)n1cc(NC(=O)c2cc(-c3ccccc3)on2)cn1	-1.6	11	7	2	-1.2
37	CC(=N)C1=C(O)CC(c2ccccc2)CC1=O (stereo not drawn)	-2.9	0	-4	-1	0.8
38	CN1CCN(C(=O)c2ccc(-n3cccc3)cc2)CC1	2.4	-9	-1	-6	-4.2
39	O=C(Nc1ccccc1F)C(=O)Nc1cccc2ccccc12	-3.0	-2	2	17	1.1
40	C=CCNC(=O)c1c(CSc2ccccc2)noc1C(=O)NCc1ccccc1	-1.1	8	15	12	-1.3

No.	BoNT F protease	FBA Mtb inh	Mtb BioA inh	BoNT A protease
31	-5	-1	·	-8.1
32	-11	1	1.1	-1.3
33	0	0	-0.2	-0.9
34	4	3	-5.2	1.5
35	-2	-1	-1.8	1.4
36	-18	8	-1.1	-0.2
37	-5	1	1.4	-0.8
38	-5	1	-1.9	?
39	-13	0	-2.8	0.2
40	-7	-1	0.0	-1.2

Shown as labelled records: part of the list above.
11: CC1CCN(C(=O)CNC(=O)CNC(=O)Cc2ccccc2)CC1
  Mtb UGM inh = 2.6 | PrPC surface inh = 2 | CCHF vOTU inh = -14 | GDH-TPI inh = 3 | FadD28 binding = -2.7 | BoNT F protease = 11 | FBA Mtb inh = 0 | Mtb BioA inh = -0.5 | BoNT A protease = 1.6

24: O=C(CCc1nc(-c2ccccc2F)no1)Nc1ccc(Oc2ccccc2)cc1
  Mtb UGM inh = -1.8 | PrPC surface inh = 5 | CCHF vOTU inh = 11 | GDH-TPI inh = 12 | FadD28 binding = -4.7 | BoNT F protease = 6 | FBA Mtb inh = 1 | Mtb BioA inh = -0.1 | BoNT A protease = 0.9

The results go on.
No.	SMILES	Mtb UGM inh	PrPC surface inh	CCHF vOTU inh	GDH-TPI inh	FadD28 binding
41	COc1ccc(C2/C=C\CN(S(=O)(=O)c3ccc(C)cc3)[C@H](Cc3ccccc3)C(=O)N2Cc2ccc(F)cc2)cc1 (stereo partly drawn)	2.0	·	·	6	1.2
42	CCOC(=O)C(=O)N/N=C(/c1ccccc1)c1ccc(OC)cc1	0.5	7	-2	0	-4.3
43	CCc1noc(C)c1C(=O)NC1CCCc2c1cnn2-c1ccc(C(C)(C)C)cc1 (stereo not drawn)	1.8	3	-13	-2	-0.2
44	Clc1cccc(-c2nc3c4ccccc4ccn3c2CC2CCCCC2)c1	·	-7	-9	·	-1.3
45	Cc1ccc(NC(=O)CNC(c2ccccc2)c2ccccc2)c(F)c1	1.0	6	9	-2	-4.2
46	CCCCN(C(=O)c1ccc(N2CCCC2=O)cc1)c1c(N)n(CCCC)c(=O)[nH]c1=O	-1.5	5	-10	2	-1.0
47	O=c1[nH]c(=O)n(-c2cc(Br)c(O)c(Br)c2)cc1Br	1.6	0	-6	6	0.3

No.	BoNT F protease	FBA Mtb inh	Mtb BioA inh	BoNT A protease
41	-12	2	-2.6	0.0
42	?	0	0.9	?
43	4	1	-0.6	0.4
44	1	4	-1.6	0.4
45	-2	0	·	0.4
46	-7	5	·	-3.6
47	·	-2	-0.3	·
